Tau ThT inhib = inhibitors of human tau fibril formation, thioflavin T binding. 270,000 tested, 2.1% active. recombinant tau K18 P301L, heparin-induced fibrillization, ThT fluorescence. Potency, µM (top dose mostly 57.4 µM), inactives show at the highest dose activity, negative = inhibition, actives largely listed as inhibitors. P10636; further: nearly all actives have a fitted effect of over 55% in size
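ThT emission at 510 nm, taken 1 hr after adding 30 uM dye, quantifies aggregates formed when 20 uM heparin acts on human tau K18 P301L for 6 hr at 37 C.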
Tau fluor counter = counter-screen for tau fibril formation inhibitors | tau K18 P301L (four-repeat tau fragment) Alexa594 fluorescence, heparin fibrillization | Potency, µM (series often up to 57.7 µM), for inactives: at the highest dose activity change, negative = decrease | 280,000 tested, 0.93% active | AID 1463; further: nearly all actives have a fitted effect of over 55% in size
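Human K18 P301L tau (15 uM unlabeled plus 0.24 uM Alexa 594-labeled, final) in 100 mM sodium acetate pH 7 was mixed with compound and 20 uM heparin and incubated 6 hr at 37 C.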
L3MBTL1 inh = inhibitors of human L3MBTL1 | Q9Y468 | 230,000 tested, 0.66% active | AlphaScreen L3MBTL1–H3K9me1 peptide binding | Potency, µM (highest dose often 57.1 µM), without a hit: at the top dose activity, negative = inhibition, most hits filed as inhibitors; further: nearly all actives have a fitted effect of over 60% in size
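AlphaScreen assay: L3MBTL1 (50 nM final) was preincubated 30 min at room temperature with biotinylated H3(1-15)K9me1 peptide (75 nM final), then 30 min with library compounds; streptavidin donor and nickel chelate acceptor beads (10 ug/mL final) added, 30 min dark.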
TRb SRC2 PPI = inhibitors of human thyroid hormone receptor beta-SRC2 interaction; P10828; TRbeta-SRC2 peptide binding, fluorescence polarization; receptor liganded with 1 µM T3; Potency, µM (top dose mostly 106 µM), inactives show at the top dose activity change, negative = inhibition, usual class: inhibitors; 280,000 tested, 0.065% active; AID 1469;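 further: plate controls were bound peptide for no effect and peptide without receptor for full effect; nearly all actives have a fitted effect of over 50% in size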
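TRb LBD 0.6 uM + Texas Red SRC2 peptide 20 nM, 1 uM T3, Tris buffer w/ 5% DMSO; compound pinned, 5 h RT; FP read ex 555/em 632; normalized to unbound and bound controls.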
Tau FP inhib = tau fibrillization inhibition (FP) | P10636 | K18 P301L tau heparin fibrillization, Alexa594 FP, 6 h | Potency, µM (titrated, usually from 57.7 µM), inactives show at the highest dose activity, negative = inhibition, actives largely listed as inhibitors | 280,000 tested, 0.39% active | AID 1468; further: nearly all actives have a fitted effect of over 55% in size
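Compound effects on tau fibrillization are measured by Alexa 594 fluorescence polarization (ex 555, em 632 nm). K18 P301L tau is used at 15 uM with 0.24 uM labeled tracer, and 20 uM heparin induces aggregation over 6 hr at 37 C.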
TexasRed fluor = Texas Red fluorescence interference in TRb-SRC2 counter-screen; Potency, µM (doses to about 106 µM), without a hit: top-dose fluorescence change, negative = quenching; AID 1479; 280,000 tested, 0.29% active; TRb/SRC2 Texas Red total fluorescence interference; active means well fitted curve in either direction with a large enough effect; inconclusive means small, poorly fitted or top-dose-only effect
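Human TRb ligand-binding domain at 0.6 uM with 20 nM Texas Red SRC2 peptide in Tris buffer containing 1 uM T3 and 5% DMSO, incubated with compound 5 h at ambient temperature. Total fluorescence (555/632 nm) calculated as parallel + 2 × perpendicular.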
GLA spleen mod = inhibits or activates alpha-galactosidase in human spleen homogenate; P06280; human spleen homogenate, 4MU-alpha-Gal fluorescence, 40 min; Potency, µM (doses to about 80 µM), inactives show at the top dose activity change, negative = inhibition, actives largely listed as inhibitors; AID 2107; 240,000 tested, 0.008% active;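 further: 0% = enzyme with vehicle and -100% = no enzyme basal signal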
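Human spleen homogenate (1 ug) was the enzyme source, with 4-methylumbelliferyl-alpha-D-galactopyranoside (1 mM final) in pH 5.0 citrate buffer with 0.01% Tween-20. Compounds were titrated; after 40 min at 37C, NaOH/glycine stop, 4-MU fluorescence read; AC50 from Hill fits.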
ALDH1A1 inh = inhibitors of human aldehyde dehydrogenase 1A1; P00352; Purified ALDH1A1, NADH fluorescence, propionaldehyde substrate; Potency, µM (top dose mostly 75.3 µM), for inactives: top-dose activity, negative = inhibition, hits mostly inhibitors; 220,000 tested, 7.3% active; active means well fitted inhibition curve with a large enough effect, not every such curve was filed as active; inconclusive means small, poorly fitted or top-dose-only effect, or another doubt; inactive means no such curve, though single readings can be large or run the other way;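 further: plate controls were no enzyme wells and a reference inhibitor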
An asterisk follows results filed as active; ? = inconclusive; nt = no result given; & = joins results of further samples; ! = not active in a repeat; [ ] = dose if it differs, or a comment. Unless noted, the call rests on the fitted dose curve; in most records, active means well fitted curve in the direction sought with a large enough effect; inconclusive means small, poorly fitted or top-dose-only effect, or another doubt; inactive means no such curve, though single readings can be large; an effect the other way counts as inactive or inconclusive. Unless noted, on the % scale 0 is the no-effect control and ±100 the full control effect; potency means the concentration at half of the fitted maximal effect.

#	SMILES	Tau ThT inhib	Tau fluor counter	L3MBTL1 inh	TRb SRC2 PPI
1	COc1ccc2c(c1)CC1(CN2C)C(=O)NC(=O)N(c2ccc(F)cc2)C1=O (stereo unspecified)	?	-9%	-5%	-10%
2	CN1C(=O)/C(=C/c2ccc(N3CCCCCC3)o2)C(=O)NC1=S	14µM*	-12%	-8%	6%
3	O=C(Nc1ccc2c(c1)OCO2)c1cccn(Cc2cccc([N+](=O)[O-])c2)c1=O	-15%	-28%	nt	-5%
4	O=NO	nt	nt	nt	-7%&6%
5	COc1cccc2c1cc([N+](=O)[O-])c1c(C(=O)O)cc3c(c12)OCO3	14µM*	?	nt	-3%&0%&-3%
6	CN(C)S(=O)(=O)c1ccc(C(=O)NNc2nc(-c3ccccc3)c3cc(Br)ccc3n2)cc1	-8%	-24%	-17%	5%
7	O=C(Cn1cnc2ccccc2c1=O)NCCC(=O)N1CCC2(CC1)OCCO2	-4%	-1%	-3%	-7%
8	COc1cc(OC)c(OC)cc1/C=C1\C(=O)NC(=O)N(Cc2ccccc2)C1=O	?	-22%	nt	3%

#	Tau FP inhib	TexasRed fluor	GLA spleen mod	ALDH1A1 inh
1	0%	4%	5%	-14%
2	-2%	2%	2%	?
3	?	0%	nt	nt
4	nt	-3%&-3%	20%&12%	11µM*!
5	-2%&8%&-11%	-10%&-4%&-2%	1%&10%&9%	?
6	-7%	-4%	-2%	?
7	0%	-3%	-9%	-13%
8	-18%	1%	6%	?

Excerpt, nos. 3–6
#	SMILES	Tau ThT inhib	Tau fluor counter	L3MBTL1 inh	TRb SRC2 PPI
3	O=C(Nc1ccc2c(c1)OCO2)c1cccn(Cc2cccc([N+](=O)[O-])c2)c1=O	-15%	-28%	nt	-5%
4	O=NO	nt	nt	nt	-7%&6%
5	COc1cccc2c1cc([N+](=O)[O-])c1c(C(=O)O)cc3c(c12)OCO3	14µM*	?	nt	-3%&0%&-3%
6	CN(C)S(=O)(=O)c1ccc(C(=O)NNc2nc(-c3ccccc3)c3cc(Br)ccc3n2)cc1	-8%	-24%	-17%	5%

#	Tau FP inhib	TexasRed fluor	GLA spleen mod	ALDH1A1 inh
3	?	0%	nt	nt
4	nt	-3%&-3%	20%&12%	11µM*!
5	-2%&8%&-11%	-10%&-4%&-2%	1%&10%&9%	?
6	-7%	-4%	-2%	?

Further compounds follow.
#	SMILES	Tau ThT inhib	Tau fluor counter	L3MBTL1 inh	TRb SRC2 PPI
9	CC1CCCC(C)N1c1nnc(NC(=O)Cn2c(=O)oc3ccccc32)s1 (stereo unspecified)	-17%	-21%	2%	17%
10	COCCOC(=O)c1c(N)n(Cc2ccco2)c2nc3ccccc3nc12	?	?	-2%	-4%
11	O=C(CN1CC(c2ccccc2)CC1=O)Nc1ccccc1 (stereo unspecified)	0%	-3%	-2%	7%
12	Cc1cc(-c2cc(C)c(N)c(C)c2)cc(C)c1N	nt	nt	nt	5%
13	CC(C(=O)c1c[nH]c2ccccc12)N1CCSCC1 (stereo unspecified)	-11%	-6%	-1%	2%
14	COc1cc([C@@H]2c3cc4c(cc3[C@H](O)C3COC(=O)[C@@H]32)OCO4)cc(OC)c1OC (stereo partly specified)	-16%	-14%	nt	3%
15	CNC1[C@@H](O)C(OC2C(N)C[C@H](N)[C@@H](O[C@@H]3OC(C(C)O)C(O)C(O)C3N)C2O)OC[C@]1(C)O (stereo partly specified)	-8%	-4%	nt	-5%
16	COc1cc(C)c(CN2CCN(c3ccccc3)CC2)cc1C	?	-23%	-14%	5%

#	Tau FP inhib	TexasRed fluor	GLA spleen mod	ALDH1A1 inh
9	-2%	1%	-4%	?
10	?	-3%	?	-10%
11	4%	0%	8%	3%
12	nt	-2%	-1%	?
13	1%	1%	4%	21%
14	3%	-1%	-6%	-4%
15	3%	1%	-26%	-3%
16	5%	-1%	-5%	1%

Down the list, quoted from above:
Nos. 9 to 16 in ALDH1A1 inh read ?, -10%, 3%, ?, 21%, -4%, -3%, 1%
Nos. 9 to 16 in Tau FP inhib read -2%, ?, 4%, nt, 1%, 3%, 3%, 5%
Nos. 9 to 16 in L3MBTL1 inh read 2%, -2%, -2%, nt, -1%, nt, nt, -14%

New compounds follow
#	SMILES	Tau ThT inhib	Tau fluor counter	L3MBTL1 inh	TRb SRC2 PPI
17	Cn1c(O)c(C(=N)COc2cccc(Cl)c2)c(=O)n(C)c1=O	-11%	-3%	3%	-9%
18	CCOP(=O)(CC(C(C)=O)C(O)c1ccccc1)OCC (stereo unspecified)	-4%[11.5 µM]	-9%[11.6 µM]	-3%	6%[11.2 µM]
19	O=C(O)CCl	nt	nt	nt	1%
20	CCCCC/C=C\C/C=C\C/C=C\C/C=C\CCCC(=O)Nc1ccc(O)cc1C	?	?	nt	-16%&-5%
21	CCOC(=O)c1ccc(NC(=O)CSc2ccc(-c3cccnc3)nn2)cc1	?	-21%	nt	-2%
22	Cc1ccc(-n2c(C)cc(/C=C3/C(=O)NC(=O)N(C)C3=O)c2C)cc1	?	-15%	-4%	-3%
23	C=CC(=O)OCC	nt	nt	nt	2%
24	COc1ccc(CCn2c(NN=C3CCCCC3)nc3c2c(=O)[nH]c(=O)n3C)cc1	28µM*	?	nt	0%

#	Tau FP inhib	TexasRed fluor	GLA spleen mod	ALDH1A1 inh
17	1%	-1%	-19%	12%
18	?	-16%[11.2 µM]	9%[17.5 µM]	17%[13.5 µM]
19	nt	0%	3%	9%
20	15%	3.5µM*![quencher]	?	?
21	-2%	1%	-1%	-6%
22	-7%	0%	9%	?
23	nt	-2%	7%	8%
24	?	-7%	1%	nt

Other compounds follow.
#	SMILES	Tau ThT inhib	Tau fluor counter	L3MBTL1 inh	TRb SRC2 PPI
25	Nc1ccncc1Cl	1%	8%	-8%	5%
26	Cc1ccc[n+](CC(O)Cn2c3ccccc3c3ccccc32)c1 (stereo unspecified)	2%	1%	-14%	0%
27	Cc1cc(C=C2C(=O)N(C)C(=S)N(C)C2=O)c(C)n1C1CCCCC1	?	-19%	-14%	6%
28	O=C(NCc1ccccn1)c1ccccc1Cl	0%	1%	nt	10%
29	CCC(CC)NC1CCCCC1OC (stereo unspecified)	6%	4%	6%	-4%
30	CCCCC(=O)N/N=C/c1c(O)n(-c2cccc3ccccc23)c(=O)[nH]c1=O	-21%	-16%	-20%	4%
31	C=CCN1C(=O)NC(=O)C(CCc2ccncc2)(CCc2ccncc2)C1=O	6%	6%[2.34 µM]	0%	2%
32	CCCc1[nH][nH]c(=O)c1C(c1ccccc1)C(C#N)C#N (stereo unspecified)	-5%	8%	-1%[11.4 µM]	-1%

#	Tau FP inhib	TexasRed fluor	GLA spleen mod	ALDH1A1 inh
25	-5%	0%	0%	8%
26	-4%	-5%	?	-10%
27	-10%	3%	5%	?
28	-3%	0%	-1%	?
29	5%	-5%	10%	-10%
30	-7%	-2%	1%	nt
31	7%[2.34 µM]	-1%	-2%	-2%
32	13%	-5%	-1%	22µM*

(list continues)
#	SMILES	Tau ThT inhib	Tau fluor counter	L3MBTL1 inh	TRb SRC2 PPI
33	BrCC(Br)C1CCC(Br)C(Br)C1 (stereo unspecified)	nt	nt	90%[activator]	4%
34	COc1ccc2o/c(=N\O)c(C(=O)Nc3ccc(C)cc3)cc2c1	16µM*	-24%	-2%	0%[53 µM]
35	Cn1c(NN=O)nc2ccccc21	18µM*	?	-14%	3%
36	Cc1ccccc1NC(=S)NC(NC(=O)CF)C(Cl)(Cl)Cl (stereo unspecified)	2%	-5%	2%	-4%
37	CC(C)(C)C(=O)NC1CCSC1=O (stereo unspecified)	-3%	0%	nt	3%
38	Cc1ccc(S(=O)(=O)N2CC3CC(C2)c2cccc(=O)n2C3)cc1 (stereo unspecified)	7%	5%	0%	-4%
39	CC(=O)C1=C(C)OC(N)=C(C(=O)OC(C)C)C12C(=O)Nc1ccccc12 (stereo unspecified)	?	-12%	-5%	-8%
40	c1ccc(CN2CCN(Cc3ccc4c(c3)OCCO4)CC2)cc1	-3%	4%	-2%	-9%

#	Tau FP inhib	TexasRed fluor	GLA spleen mod	ALDH1A1 inh
33	nt	-3%	-6%	?
34	-12%	4%[53 µM]	8%	?
35	-9%	1%	2%	?
36	-3%	9%	0%	?
37	-1%	-3%	-19%	-1%
38	3%	0%	-12%	-8%
39	-5%	-1%	-4%	2%
40	-1%	-1%	0%	7%

Next section.
#	SMILES	Tau ThT inhib	Tau fluor counter	L3MBTL1 inh	TRb SRC2 PPI
41	Nc1c(C(=O)NCC2CCCO2)c2nc3ccccc3nc2n1Cc1ccco1 (stereo unspecified)	?	?	14%	-1%
42	c1ccc(-c2[nH]c[n+](CC3CO3)c2-c2ccccc2)cc1 (stereo unspecified)	-10%	3%	2%	0%
43	CC(C)C[C@H](NC(=O)[C@H](Cc1ccccc1)NC(=O)CNC(=O)CNC(=O)[C@@H](N)Cc1ccc(O)cc1)C(=O)N[C@@H](CCCN=C(N)N)C(=O)N[C@@H](CCCN=C(N)N)C(=O)N[C@@H](CCC(N)=O)C(=O)N[C@@H](Cc1ccccc1)C(=O)N[C@@H](CCCCN)C(=O)N[C@H](C(=O)N[C@H](C(=O)N[C@H](C(=O)O)[C@@H](C)O)C(C)C)C(C)C	-10%	-9%	nt	-5%&3%
44	C#CCN(C)C(C)Cc1ccccc1 (stereo unspecified)	-11%&0%	-10%&3%	-5%	3%&7%
45	CC(C)CN1CCN(Cc2cccc3c2OCO3)CC1CCO (stereo unspecified)	-5%	0%	4%	2%
46	O=c1c2ccccc2nc(CSc2ncnc3nc[nH]c23)n1-c1ccc(Cl)c(Cl)c1	1%	-7%	2%	-24%
47	COc1ccccc1-n1c(O)c(C=Nc2c(C)n(C)n(-c3ccccc3)c2=O)c(=O)[nH]c1=O	-13%	-14%	nt	-5%

#	Tau FP inhib	TexasRed fluor	GLA spleen mod	ALDH1A1 inh
41	?	-4%	0%	nt
42	3%	0%	-2%	-15%
43	-2%	?	-23%&-6%	7%
44	-5%&-4%	0%&3%	-4%&12%	1%&2%
45	-7%	0%	2%	1%
46	-13%	0%	0%	13%
47	-7%	2%	-6%	-3%

Screening results as filed in PubChem BioAssay.

These rows are one share of the data; rates above refer to the full screens.
